Bioassay records (PubChem BioAssay)
SKKanGAS inh: inhibitors of SKKanGAS S. pyogenes growth in kanamycin (SK-promoter or general growth effect); BacTiter-Glo, 6 h; inhibition, % at 7.5 µM; 300,000 tested, 1.3% active; AID 1662;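 active means mean replicate score, as percent of positive control median, at least 50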;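 further: strain carries kanamycin resistance gene driven by streptokinase promoter and grows in 40 µg/ml kanamycin; loss of luminescence reflects streptokinase promoter inhibition or plain growth inhibition; 0% = median of DMSO wells and 100% = positive control at its reference dose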
HIF activator: HIF pathway transcriptional activation; U2OS HRE-luciferase reporter, luminescence; normalized: DMSO 0%, desferrioxamine 100%; activation, % at 7.5 µM (by protocol); 300,000 tested, 0.32% active;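 active means mean activation of at least 10% of the iron chelator positive control signal, with at least half of replicates also reaching 10%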
HSF-1 act: increases HSF-1 driven luciferase reporter signal; NIH3T3-HGL HSF-1 luciferase reporter, MG132, 8 h; 100% = twice DMSO control signal; AID 504408; 300,000 tested, 1.7% active; activation, % at 9 µM;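 active means mean replicate activation of at least 50% with a set share of replicates each reaching 50%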;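 further: 0% = median of the neutral control wells and 100% = twice that signal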
IEC-6 cytotox: IEC-6 cytotoxicity, counter-screen for KLF5 inhibitors. inhibition, % at 5 µM. luminescence viability. 290,000 tested, 0.78% active. AID 1825; in the data active means inhibition above about 22%;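 further: 0% = plate median of test compound wells and 100% = cytotoxic reference compound wells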
aSyn 5UTR inh: MLPCN primary screen, SNCA 5' untranslated region | alpha-synuclein 5'UTR reporter, inhibitor activity | inhibition, % (tested at 7.5 µM) | 300,000 tested, 0.82% active | AID 1813; in the data active means inhibition above about 60%;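 further: H4 neuroglioblastoma cells stably carrying SNCA 5'UTR luciferase fusion; 0% = DMSO wells and 100% = positive control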
Platelet DG rel: modulates dense granule release in human platelets; 300,000 tested, 0.22% active; AID 1663; inhibition, %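 (compounds screened at 7.5 µM in platelet-rich plasma)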; human platelet-rich plasma, SFLLRN dense granule ATP release, luminescence;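 active means mean replicate score, as percent of positive control, at or above 50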
HSP90 refold inh: HSP90 refolding inhibition in rabbit reticulocyte lysate; luciferase refolding luminescence, 3 h; inhibition, % at 5.6 µM; 290,000 tested, 0.91% active; AID 1789;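 active means inhibition above the screen-wide mean plus 3 SD, computed separately per campaign, cut at about 16% in these data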;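 further: 0% = DMSO wells and 100% = 60 µM geldanamycin wells; inhibitors lower the luminescence because luciferase stays unfolded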
AI-2 QS modul: Vibrio harveyi AI-2 quorum sensing modulation. Vibrio harveyi JMH597 AI-2 luminescence/OD600 ratio, 9 h; active compounds read low; strain lacks LuxN and CqsS sensors; 0 = neutral-control median. AID 2094. 300,000 tested, 0.4% active. activity change, % at 7.5 µM; in the data active means activity change below about -75%, passing the limit was not always enough;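 further: luminescence divided by OD600 gain over 9 h not by final OD600 alone; inactives centre near 13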
KLF5 inhibitor: inhibitors of KLF5 expression; AID 1700; DLD-1 KLF5 promoter-luciferase reporter, luminescence; 290,000 tested, 0.23% active; inhibition, % at 5 µM;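 active means inhibition above a per-plate limit of that plate's mean compound inhibition plus 3 SD, cut at about 60% in these data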;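 further: 0% = DMSO wells and 100% = LY294002 at 200 µM; higher means less KLF5 promoter-driven luciferase light; inactives centre near -14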
HSF1 inh: HSF1 inhibition; NIH3T3-HGL HSE-luciferase, MG132-induced, luminescence 8 h; active compounds read low; activity change, negative = inhibition, % at 7.5 µM (by protocol); 300,000 tested, 0.77% active; AID 2098;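 active means more than half of replicate wells show activity change below -50%, luminescence cut by over half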;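 further: luciferase reports HSF-1 transcriptional activity via heat shock element; 0% = median of DMSO wells and -100% = zero luminescence signal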
* marks the source's active call; other numbers are inactive results.

What do the screens show for `CCOc1ccc(OCCCCN2CCCC2)cc1`?
SKKanGAS inh: -1; HIF activator: -1.1; HSF-1 act: -3; IEC-6 cytotox: 4; aSyn 5UTR inh: -2; Platelet DG rel: 3; HSP90 refold inh: 2; AI-2 QS modul: 0; KLF5 inhibitor: -21; HSF1 inh: 1

How did O=C(COc1ccc(Cl)cc1)NCCNC(=O)c1cnccn1 do in these assays?
SKKanGAS inh: 0; HIF activator: -0.2; HSF-1 act: 1; IEC-6 cytotox: 7; aSyn 5UTR inh: -1; Platelet DG rel: 4; HSP90 refold inh: -1; AI-2 QS modul: 9; KLF5 inhibitor: 5; HSF1 inh: -4

Results for CN(C)S(=O)(=O)c1ccc(NC(=S)NC(=O)c2cccs2)cc1 ?
SKKanGAS inh: -7; HIF activator: 1.4; HSF-1 act: 35; IEC-6 cytotox: 8; aSyn 5UTR inh: -15; Platelet DG rel: 0; HSP90 refold inh: -2; AI-2 QS modul: -2; KLF5 inhibitor: -51; HSF1 inh: 6

What do the screens show for `O=C(NCC(c1ccco1)N1CCN(c2ccccc2F)CC1)c1ccc2c(c1)OCO2` (stereo not given)?
SKKanGAS inh: 11; HIF activator: -5.1; HSF-1 act: 6; aSyn 5UTR inh: -2; Platelet DG rel: 3; AI-2 QS modul: 18; HSF1 inh: -2

How did Brc1ccccc1-c1nnc(CSc2nnc3sc4ccccc4n23)o1 do in these assays?
SKKanGAS inh: -2; HIF activator: 0.3; HSF-1 act: 28; IEC-6 cytotox: 3; aSyn 5UTR inh: -31; Platelet DG rel: 0; HSP90 refold inh: 0; AI-2 QS modul: 60; KLF5 inhibitor: -26; HSF1 inh: 10

Results for CCOc1ccc(S(=O)(=O)Nc2ccc3c(c2)OCO3)cc1 ?
SKKanGAS inh: 1; HIF activator: 0.3; HSF-1 act: -13; IEC-6 cytotox: 1; aSyn 5UTR inh: -15; Platelet DG rel: -2; HSP90 refold inh: -2; AI-2 QS modul: 9; KLF5 inhibitor: -6; HSF1 inh: -4

What do the screens show for `Cc1ccc(NC(=O)COc2ncnc3ccccc23)cc1S(=O)(=O)N1CCOCC1`?
SKKanGAS inh: 1; HIF activator: 0.0; HSF-1 act: -2; IEC-6 cytotox: -4; aSyn 5UTR inh: 12; Platelet DG rel: 8; HSP90 refold inh: 4; AI-2 QS modul: 9; KLF5 inhibitor: -1; HSF1 inh: -5

What do the screens show for `CC(C)(C)c1ccccc1NC(=O)N1CCNC(=O)C1CC(=O)Nc1ccc(F)cc1` (stereo not given)?
SKKanGAS inh: -3; HIF activator: -0.9; HSF-1 act: 4; IEC-6 cytotox: -9; aSyn 5UTR inh: 3; Platelet DG rel: 1; HSP90 refold inh: -3; AI-2 QS modul: 16; KLF5 inhibitor: -26; HSF1 inh: 2

How did Cc1nc2c(oc3ccccc32)c(=O)o1 do in these assays?
SKKanGAS inh: 5; HIF activator: 2.1; HSF-1 act: 34; IEC-6 cytotox: -1; aSyn 5UTR inh: -84; Platelet DG rel: 7; HSP90 refold inh: 0; AI-2 QS modul: 1; KLF5 inhibitor: -9; HSF1 inh: 12

Results for C[C@H](NC(=O)c1ccco1)C(=O)N1CCCC1 ?
SKKanGAS inh: -2; HIF activator: -0.3; HSF-1 act: 4; IEC-6 cytotox: -1; aSyn 5UTR inh: -6; Platelet DG rel: 1; HSP90 refold inh: -1; AI-2 QS modul: 9; KLF5 inhibitor: 1; HSF1 inh: -2

How did CCOc1ccc(OCC)c(NC(=O)C2CCN(S(=O)(=O)c3c(C)noc3C)CC2)c1 do in these assays?
SKKanGAS inh: -1; HIF activator: 0.5; HSF-1 act: -37; IEC-6 cytotox: 3; aSyn 5UTR inh: 17; Platelet DG rel: -4; HSP90 refold inh: -1; AI-2 QS modul: 9; KLF5 inhibitor: -15; HSF1 inh: -19

Results for Cc1ccc(OCC(=O)O/N=C(\N)c2ccncc2)cc1C ?
SKKanGAS inh: -1; HIF activator: 2.6; HSF-1 act: 25; IEC-6 cytotox: 2; aSyn 5UTR inh: -129; Platelet DG rel: -8; HSP90 refold inh: -1; AI-2 QS modul: -68; KLF5 inhibitor: -61; HSF1 inh: 24

Results for Nc1nc(N2CCN(c3cccc(Cl)c3)CC2)n[nH]1 ?
SKKanGAS inh: 0; HIF activator: 0.1; HSF-1 act: -8; IEC-6 cytotox: 4; aSyn 5UTR inh: 2; Platelet DG rel: 1; HSP90 refold inh: -2; AI-2 QS modul: 25; KLF5 inhibitor: -3; HSF1 inh: 4

Results for NS(=O)(=O)c1ccc(CCNC(=O)CSCc2ccccc2)cc1 ?
SKKanGAS inh: -5; HIF activator: -2.6; HSF-1 act: -12; IEC-6 cytotox: -2; aSyn 5UTR inh: -9; Platelet DG rel: 2; HSP90 refold inh: -4; AI-2 QS modul: 18; KLF5 inhibitor: -4; HSF1 inh: -3

Results for CSC(=NS(=O)(=O)c1ccc(C)cc1)SC ?
SKKanGAS inh: -6; HIF activator: 0.2; HSF-1 act: 21; IEC-6 cytotox: -1; aSyn 5UTR inh: 0; Platelet DG rel: -1; HSP90 refold inh: 1; AI-2 QS modul: 15; KLF5 inhibitor: -10; HSF1 inh: 4

What do the screens show for `Cc1cc(N2CCCC(C(=O)Nc3cccc(Cl)c3)C2)n2ncnc2n1` (stereo not given)?
SKKanGAS inh: 3; HIF activator: -0.8; HSF-1 act: -17; IEC-6 cytotox: -1; aSyn 5UTR inh: 4; Platelet DG rel: -5; HSP90 refold inh: 2; AI-2 QS modul: -7; KLF5 inhibitor: 8; HSF1 inh: -2

What do the screens show for `COc1cc(OC)c(OC)cc1/C=C(\C#N)C(=O)NCc1cccs1`?
SKKanGAS inh: 7; HIF activator: -0.1; HSF-1 act: 10; IEC-6 cytotox: -4; aSyn 5UTR inh: -5; Platelet DG rel: 16; HSP90 refold inh: -5; AI-2 QS modul: 19; KLF5 inhibitor: -31; HSF1 inh: -12

Results for CCC(=O)Nc1nnc(S(=O)(=O)N2c3ccccc3CC2C)s1 (stereo not given) ?
SKKanGAS inh: 4; HIF activator: -0.4; HSF-1 act: 3; IEC-6 cytotox: -9; aSyn 5UTR inh: 14; Platelet DG rel: 13; HSP90 refold inh: 1; AI-2 QS modul: 8; KLF5 inhibitor: -35; HSF1 inh: 3

What do the screens show for `CC(C)CN1C(=O)c2ccc(C(=O)Nc3ccccc3C(=O)O)cc2C1=O`?
SKKanGAS inh: 11; HIF activator: 0.2; HSF-1 act: -2; IEC-6 cytotox: 1; aSyn 5UTR inh: 2; Platelet DG rel: 6; HSP90 refold inh: -1; AI-2 QS modul: -19; KLF5 inhibitor: -91; HSF1 inh: -12

How did CSc1ccc(/C=C(/NC(=O)c2ccccc2)C(=O)N2CCN(C)CC2)cc1 do in these assays?
SKKanGAS inh: 8; HIF activator: 2.8; HSF-1 act: 27; IEC-6 cytotox: -5; aSyn 5UTR inh: -147; Platelet DG rel: 2; HSP90 refold inh: -1; AI-2 QS modul: 30; KLF5 inhibitor: -18; HSF1 inh: 14

How did O=C(NCc1ccccc1)c1c(O)c2cccc3c2n(c1=O)CCC3 do in these assays?
SKKanGAS inh: 17; HIF activator: 0.0; HSF-1 act: -3; IEC-6 cytotox: 1; aSyn 5UTR inh: 20; Platelet DG rel: 27; HSP90 refold inh: 0; AI-2 QS modul: 24; KLF5 inhibitor: -3; HSF1 inh: -3

Results for Clc1cccc(-c2ccc(CNCCCN3CCOCC3)o2)c1 ?
SKKanGAS inh: -1; HIF activator: 0.0; HSF-1 act: 18; IEC-6 cytotox: 4; aSyn 5UTR inh: -20; Platelet DG rel: 0; HSP90 refold inh: 27*; AI-2 QS modul: 16; KLF5 inhibitor: -13; HSF1 inh: 24

Results for O=c1c2cnn(-c3ccccc3)c2nnn1Cc1ccccn1 ?
SKKanGAS inh: 1; HIF activator: 0.0; HSF-1 act: 15; IEC-6 cytotox: 0; aSyn 5UTR inh: -11; HSP90 refold inh: -1; AI-2 QS modul: 8; KLF5 inhibitor: -27; HSF1 inh: -3

What do the screens show for `COCCn1nnnc1CN1CCC(NC(=O)Nc2cccc(OC)c2)CC1`?
SKKanGAS inh: 12; HIF activator: -0.3; HSF-1 act: -44; IEC-6 cytotox: 3; aSyn 5UTR inh: -1; Platelet DG rel: 1; HSP90 refold inh: 2; AI-2 QS modul: 11; KLF5 inhibitor: -5; HSF1 inh: -29

How did CCOC(=O)c1sc(NC(=O)CSc2n[nH]c(CC)n2)nc1C do in these assays?
SKKanGAS inh: 0; HIF activator: 0.4; HSF-1 act: 13; IEC-6 cytotox: 2; aSyn 5UTR inh: 14; Platelet DG rel: -1; HSP90 refold inh: 2; AI-2 QS modul: 12; KLF5 inhibitor: 3; HSF1 inh: -4

What do the screens show for `CCN(CC)S(=O)(=O)c1ccc(NC(=O)COc2nc3ccccc3nc2N2CCOCC2)cc1`?
SKKanGAS inh: 3; HIF activator: -0.5; HSF-1 act: 19; IEC-6 cytotox: -2; aSyn 5UTR inh: 30; Platelet DG rel: -4; HSP90 refold inh: 1; AI-2 QS modul: -2; KLF5 inhibitor: -3; HSF1 inh: 7

What do the screens show for `CCCCN(C(=O)c1cccc(S(=O)(=O)N2CC(C)OC(C)C2)c1)c1c(N)n(CC(C)C)c(=O)[nH]c1=O` (stereo not given)?
SKKanGAS inh: -5; HIF activator: 0.1; HSF-1 act: -4; IEC-6 cytotox: -1; aSyn 5UTR inh: 19; Platelet DG rel: -12; HSP90 refold inh: 4; AI-2 QS modul: 23; KLF5 inhibitor: -11; HSF1 inh: -8

Results for O=C(CN1C(=O)c2cccc3cccc(c23)C1=O)NCCN1CCOCC1 ?
SKKanGAS inh: 2; HIF activator: 0.2; HSF-1 act: 6; IEC-6 cytotox: 3; aSyn 5UTR inh: -9; Platelet DG rel: -2; HSP90 refold inh: 1; AI-2 QS modul: 29; KLF5 inhibitor: -15; HSF1 inh: -1

How did O=C(CSc1nc2ccccc2c(=O)n1-c1ccccc1)N1CCN(CCO)CC1 do in these assays?
SKKanGAS inh: -1; HIF activator: -1.0; HSF-1 act: 5; IEC-6 cytotox: -3; aSyn 5UTR inh: 7; Platelet DG rel: -2; HSP90 refold inh: -6; AI-2 QS modul: 10; KLF5 inhibitor: -4; HSF1 inh: -1

What do the screens show for `CCOc1ccc(S(=O)(=O)Nc2cccc(C)c2)c2cccnc12`?
SKKanGAS inh: 1; HIF activator: -0.1; HSF-1 act: -13; IEC-6 cytotox: 5; aSyn 5UTR inh: 11; Platelet DG rel: 15; HSP90 refold inh: 5; AI-2 QS modul: 7; KLF5 inhibitor: 5; HSF1 inh: 6

How did CS(=O)(=O)N(CCc1ccccc1)CC(=O)NCc1ccccc1Cl do in these assays?
SKKanGAS inh: 5; HIF activator: 0.1; HSF-1 act: 10; IEC-6 cytotox: 4; aSyn 5UTR inh: -10; Platelet DG rel: 6; HSP90 refold inh: -2; AI-2 QS modul: 19; KLF5 inhibitor: -4; HSF1 inh: 10

How did Cc1ccc(-n2nc(C)c(C(C)(O)C(F)(F)F)c2N)cc1 (stereo not given) do in these assays?
SKKanGAS inh: 11; HIF activator: 1.3; HSF-1 act: 44; IEC-6 cytotox: 1; aSyn 5UTR inh: -19; Platelet DG rel: 4; HSP90 refold inh: -3; AI-2 QS modul: 7; KLF5 inhibitor: -3; HSF1 inh: 17
